Compound activity deposited in PubChem BioAssay by The Scripps Research Institute Molecular Screening Center.
PRMT1 FP inh – inhibitors of human PRMT1; recombinant PRMT1, activity-based probe fluorescence polarization; Q99873; 1.3% of 370,000 active; inhibition, % at 2.79 µM; AID 652257;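 active = inhibition above about 21% made by adding two undisclosed values, limit read from the data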
Tn7 DDE FP – DD(E)-Tn7 binding inhibition, primary FP screen. P02675. FP displacement of FITC-Tn7 peptide from fibrin DD(E); 0% = median of compound wells per plate. inhibition, % at 8.3 µM. 0.13% of 370,000 active;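 active = inhibition above the mean of compounds falling within the control limits plus 3 SD of them, cut at about 14% in these data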;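 also: 0% = plate median of compound wells and 100% = 10 µM Aha-Tn7 peptide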
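Assay system: Human clot-derived fibrin DD(E) complex | Buffer or medium: Tris/NaCl/CaCl2 buffer, pH 7.8 | Repeats: One replicate per compound | Benchmarks: Aha-Tn7 high control | Measure: % inhibition scaled between sample-field median and high-control FP | Schedule: 10 min plus 3 h, room temperature | Signal: Fluorescence polarization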
SIAE inh – inhibitors of human sialic acid acetylesterase SIAE; SIAE FP-Rh probe binding, fluorescence polarization; AID 1053197; Q9HAT2; 0.69% of 370,000 active; inhibition, % at 9.66 µM;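 active = inhibition above a cutoff: mean of compounds within the control limits plus 3 SD of those, cut at about 17% in these data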;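 also: 0% = plate median of compound wells and 100% = probe without SIAE protein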
PG9 binder – binds the HIV-1 gp120 antibody PG9 | TR-FRET gp120-PG9 antibody binding | 0.43% of 360,000 active | inhibition, % at 6.7 µM; in the data active = inhibition above about 8.5%
TCR CD3 inh – inhibitors of human TCR-CD3 interaction; TAMRA-labeled TCR probe fluorescence, biochemical; inhibition, % at 9.4 µM; 0.37% of 360,000 active; in the data active = inhibition above about 19%;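 also: recombinant mutant TCR 2C K166C tagged with TAMRA read by polarization; 0% = receptor in buffer alone and 100% = receptor with positive control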
LEDGF integ inh – blocks HIV-1 LEDGF/p75-dependent DNA integration | inhibition, % at 3.7 µM | AID 743269 | TR-FRET IN-LEDGF/p75 DNA integration, Eu/Cy5 | 0.64% of 370,000 active;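 active = inhibition above the screen-wide mean plus 3 SD, cut at about 13% in these data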;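 also: signal is the Cy5 over europium emission ratio at 671 and 618 nm; 0% = plate median of compound wells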
TDP2 absorb – TDP2 (human) inhibition, absorbance primary screen; 0.34% of 370,000 active; recombinant TDP2, T5PNP hydrolysis, p-nitrophenol absorbance 415 nm; O95551; inhibition, % at 12.8 µM;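 active = inhibition above the mean of all tested compounds plus 3 SD, set per campaign, cut at about 25% in these data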;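 also: 0% = DMSO with enzyme and 100% = buffer with substrate but no TDP2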
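Read-out basis: percent inhibition. System: recombinant human TDP2. Buffer or medium: Mg2+-containing Tris-HCl buffer, pH 7.5. Repeats: single replicate. Timing: reaction 2 h, 37 °C. Benchmarks: high control without enzyme, low control DMSO plus TDP2. Probe or stimulus: 5 mM T5PNP. Doses: 12.8 µM only. Measured by: epi absorbance of p-nitrophenol freed from T5PNP by hydrolysis.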
UHRF1 binding – blocks human UHRF1 binding to methylated DNA. inhibition, % at 4.4 µM. AID 687016. Q96T88. 0.75% of 370,000 active. UHRF1 binding to methylated oligo, TR-FRET; in the data active = inhibition above about 21%;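 also: UHRF1 SRA domain binding a hemimethylated CpG hairpin DNA probe; 0% = median of test compound wells and 100% = reference inhibitor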
Target sequence (Q96T88 whole entry, looked up, the tested form may be a part): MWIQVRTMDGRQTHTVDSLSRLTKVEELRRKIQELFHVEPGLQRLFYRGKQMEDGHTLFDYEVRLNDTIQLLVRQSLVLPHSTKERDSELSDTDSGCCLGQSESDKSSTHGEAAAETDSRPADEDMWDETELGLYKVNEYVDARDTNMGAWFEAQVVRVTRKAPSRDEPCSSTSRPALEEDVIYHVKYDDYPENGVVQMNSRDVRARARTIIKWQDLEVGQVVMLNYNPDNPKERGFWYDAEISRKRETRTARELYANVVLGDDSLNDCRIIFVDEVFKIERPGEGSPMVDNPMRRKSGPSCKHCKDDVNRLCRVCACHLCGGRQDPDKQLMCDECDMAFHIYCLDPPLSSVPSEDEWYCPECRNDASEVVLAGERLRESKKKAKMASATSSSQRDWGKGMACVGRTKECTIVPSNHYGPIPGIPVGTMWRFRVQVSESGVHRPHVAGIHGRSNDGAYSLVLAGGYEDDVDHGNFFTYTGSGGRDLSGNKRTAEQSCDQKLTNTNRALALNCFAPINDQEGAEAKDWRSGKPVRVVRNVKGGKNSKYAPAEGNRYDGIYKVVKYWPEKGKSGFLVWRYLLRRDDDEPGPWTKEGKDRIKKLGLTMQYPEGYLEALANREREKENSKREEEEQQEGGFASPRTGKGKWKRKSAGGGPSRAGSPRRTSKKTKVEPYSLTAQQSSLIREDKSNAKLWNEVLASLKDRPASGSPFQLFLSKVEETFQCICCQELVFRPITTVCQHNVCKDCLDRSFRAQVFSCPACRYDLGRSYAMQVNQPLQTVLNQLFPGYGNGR
HTRA1 inh – HTRA1 (human) protease inhibition | inhibition, % at 5.96 µM | AID 504803 | Q92743 | recombinant HTRA1, FP-rhodamine activity-based probe, fluorescence polarization | 0.5% of 340,000 active; in the data active = inhibition above about 36%;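 also: 0% = enzyme with DMSO and 100% = wells lacking enzyme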
mABHD4 FP – ABHD4 (mouse) inhibition, primary FP screen; AID 720543; Q8VD66; purified mABHD4, FP-Rh probe fluorescence polarization; inhibition, % at 8.92 µM; 0.54% of 370,000 active;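 active = inhibition exceeding the mean over every tested compound plus 3 SD, cut at about 30% in these data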;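 also: 0% = plate median of compound wells and 100% = S159A mutant with DMSO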
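Assay system: mABHD4 protein; medium: HEPES pH 7.0, NaCl, Pluronic buffer; dosing: 8.92 µM, single dose; schedule: 45 min + 60 min at 25 °C; signal: FP readout, ex 525 nm / em 598 nm; read-out: normalized percent inhibition of probe labeling; repeats: single replicate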
Starred values were filed as active, the others as inactive; / = no result given.

SMILES,PRMT1 FP inh,Tn7 DDE FP,SIAE inh,PG9 binder,TCR CD3 inh,LEDGF integ inh,TDP2 absorb,UHRF1 binding,HTRA1 inh,mABHD4 FP
CCOC(=O)c1ccccc1-n1nnnc1C,-5,-7,-1,-1.1,-6,0,-8,1,8,3
COc1ccc(-c2csc(C(C)(NC(C)=O)c3ccc(OC)cc3)n2)cc1 (centres undefined),-2,-6,-6,0.2,0,2,0,0,/,-4
Cc1c(Br)c([N+](=O)[O-])nn1CC(=O)Nc1ccc2nc3n(c(=O)c2c1)CCCC3,-4,-1,-11,-0.8,3,0,4,-1,2,-1
COc1ccc2nc(NC(=O)c3ccc([N+](=O)[O-])o3)sc2c1,5,4,7,-1.4,2,-3,-9,2,1,12
COC(=O)c1cc(-c2ccc(C(C)=O)cc2)c(=O)n2c1CCC2,-1,-4,9,/,/,0,-3,-3,/,4
CCn1c(SCC(=O)c2ccc(Br)cc2)nnc1C(C)NC(=O)Cc1ccc(OC)cc1 (centres undefined),0,-8,8,-1.6,8,-1,5,-2,-1,0
COc1ccc(OC)c(C2=NOC(C(=O)NCc3cccs3)C2)c1 (centres undefined),-3,-1,7,-3.0,6,4,-3,-3,-3,-2
COC(=O)[C@]12C[C@H](CC(=O)NCc3cccc4ccccc34)C(=O)N(Cc3ccc4c(c3)OCO4)C1=C[C@H](C(C)C)O[C@@H]2C1CC1,4,-1,-9,/,/,-3,-7,0,/,-15
Cc1ccc(N(CC(=O)NCc2ccco2)C(=O)CNS(=O)(=O)c2ccc(F)cc2)c(C)c1,-3,1,-6,1.0,-2,-2,1,-2,-8,-1
CCC(C)NC(=O)Nc1ccc(Br)cc1Cl (centres undefined),1,-3,7,-1.9,2,-5,9,0,-3,0
COc1ccc(C)cc1NC(=O)Nn1cnnc1,0,6,-1,1.0,-2,-2,4,4,4,-1
COc1ccc(NS(=O)(=O)c2ccc(SC)cc2)c(OC)c1,6,5,-6,0.8,-5,2,4,23*,2,-10
Cc1coc2cc3oc(=O)c(CCC(=O)N4C[C@H]5C[C@@H](C4)c4cccc(=O)n4C5)c(C)c3cc12,-1,-8,-2,-1.3,12,1,-2,-1,-4,-6
NC(Cc1cnc[nH]1)c1csc(Nc2ccc(C(F)(F)F)cn2)n1 (centres undefined),3,4,4,0.0,-5,0,10,0,/,13
O=C(N/N=C\c1cn[nH]c1-c1ccccc1)c1cccs1,-1,-1,-5,0.8,7,-1,-2,2,-6,3
CS(=O)(=O)N(CC(=O)NC1CCCC1)Cc1ccc(F)cc1,-1,-2,-2,-2.6,7,-2,4,-1,4,1
O=C1CC[C@@H]2CC(N3CCN(c4ccccc4)CC3)C[C@@H]3CCN1[C@H]23 (some centres undefined),-4,0,6,0.3,4,-2,1,0,6,5
Cc1ccc2c(c1)c(C)c(C)n2CC(O)Cn1nc(C)c(Br)c1C (centres undefined),-1,0,3,-0.5,0,1,0,-1,-4,15
COCC1=C(C(=O)OC(C)OC(=O)OC(C)C)N2C(=O)[C@@H](NC(=O)/C(=N\OC)c3csc(N)n3)[C@H]2SC1 (some centres undefined),-3,4,-1,-0.1,4,6,5,-7,-5,-2
CCOc1ccccc1CNC(=O)CCCn1ccc2cc(S(=O)(=O)N3CCCC3)ccc21,4,6,3,1.4,-3,-5,-11,3,-9,4
C[C@H]1CN([C@@H](C)CO)C(=O)Cc2cc(NC(=O)CCC(F)(F)F)ccc2O[C@H]1CN(C)Cc1ccc(C(F)(F)F)cc1,0,-8,5,-1.0,8,0,-13,0,-28,-6
CC(NS(=O)(=O)c1ccc2c(c1)C(C)(C)C(=O)N2C)c1ccccc1 (centres undefined),-8,4,7,0.8,-3,2,-2,1,2,0
CCOC(=O)C(=O)c1c(-c2ccc(C)cc2)nc2ccccn12,-2,0,-1,0.7,-5,7,2,2,-3,-1
Cc1oc(-c2nc3ccccc3n2C)cc1C(=O)c1ccccc1,1,-2,2,-3.0,-3,-2,-7,-1,-7,-11
Cc1onc(-c2ccccc2)c1C(=O)OCC(=O)NC(=O)c1ccccc1,-1,3,-5,0.9,1,2,3,-2,-2,0
O=CNc1cc(-c2cccc(F)c2)cn2c(-c3ccc(F)c(Cl)c3)cnc12,-1,-10,-19,0.9,2,1,-6,-1,/,0
CCOCc1nnc(NC(=O)CS(=O)(=O)c2ccc(C)cc2)s1,3,6,5,-2.4,5,-3,8,26*,0,2
C=CCC1c2cccc(C(=O)O)c2C(=O)N1c1ccc(Cl)cc1 (centres undefined),-2,-5,-1,3.3,4,1,4,-2,3,-5
COC(=O)c1sc2nc(C)nc(SCC(=O)C(C)(C)C)c2c1C,-10,-5,-2,-0.4,4,4,-8,-2,10,-2
COc1ccc(-n2c(COc3ccccc3)nnc2SCC(=O)Nc2ccc(OCc3ccccc3)cc2)cc1,7,2,5,/,/,0,-9,3,/,-3

Whole records, quoted from the list.
Results for CCOc1ccccc1CNC(=O)CCCn1ccc2cc(S(=O)(=O)N3CCCC3)ccc21 = PRMT1 FP inh: 4; Tn7 DDE FP: 6; SIAE inh: 3; PG9 binder: 1.4; TCR CD3 inh: -3; LEDGF integ inh: -5; TDP2 absorb: -11; UHRF1 binding: 3; HTRA1 inh: -9; mABHD4 FP: 4
Results for COc1ccc(-n2c(COc3ccccc3)nnc2SCC(=O)Nc2ccc(OCc3ccccc3)cc2)cc1 = PRMT1 FP inh: 7; Tn7 DDE FP: 2; SIAE inh: 5; PG9 binder: /; TCR CD3 inh: /; LEDGF integ inh: 0; TDP2 absorb: -9; UHRF1 binding: 3; HTRA1 inh: /; mABHD4 FP: -3

The results go on.
SMILES,PRMT1 FP inh,Tn7 DDE FP,SIAE inh,PG9 binder,TCR CD3 inh,LEDGF integ inh,TDP2 absorb,UHRF1 binding,HTRA1 inh,mABHD4 FP
O=C(NC(=S)Nc1cccc2cc(O)ccc12)c1ccccc1Br,-4,-5,5,-0.7,-6,0,1,-2,-19,-7
CCOC(=O)CN1C(=O)S/C(=C\c2ccc(-c3ccc(C(=O)O)c(Cl)c3)o2)C1=O,8,-9,1,-2.6,3,3,2,14,-1,0
CNC(=O)N(C1=NCC(C)(C)S1)c1ccc(F)c(Cl)c1,-6,-4,2,-0.1,-7,11,-3,3,-9,-16
COC(=O)c1ccc(CS(=O)(=O)c2ccccc2C)o1,-1,-2,-2,-3.4,-7,7,-14,5,0,-6
CCc1ccccc1NC(=O)CCc1nc(-c2cccs2)no1,-1,3,-3,-0.5,-3,-3,9,-1,4,-4
CC1Cc2ccccc2N1C(=O)C1CCCCN1S(=O)(=O)c1ccccc1 (centres undefined),0,-3,4,1.7,6,-1,6,0,-9,3
COCCCC1CCN(C(=O)C2CCC(=O)N(C3CCCC3)C2)CC1 (centres undefined),5,2,4,0.8,-3,0,-1,0,2,2
CCOC1(OCC)C(c2ccc(Cl)cc2)C(C#N)(C#N)C1(OCC)OCC (centres undefined),-2,4,0,1.4,-1,0,6,-2,-3,1
COc1ccc(CCNC(=O)C2CCN(S(=O)(=O)c3cc(OC)ccc3OC)CC2)cc1,-2,-6,-1,1.5,2,2,14,2,-5,6
COCCNc1nc(Oc2cncc(Cl)c2)c2sccc2n1,7,1,-4,-1.3,-12,-2,-3,4,/,-12
CSc1nsc(SCC(=O)Nc2ccccc2C(N)=O)n1,8,-2,4,-1.8,3,2,2,0,-4,-5
COc1cc2c(cc1OC)C(C)N(C(=O)/C=C/c1cc(OC)c(OC)c(OC)c1)CC2 (centres undefined),-2,-2,3,0.5,-5,3,5,-1,-1,1
CC(=O)Nc1cncc(-c2cccc(C(=O)NCCN(C)C)c2)n1,-3,0,-8,-2.6,3,2,-5,2,/,-3
O=C(Nc1ccc2c(c1)OCCO2)c1cnc2n(c1=O)CCS2,-2,6,-7,-0.4,4,-2,-3,0,5,5
Cc1ccc(C)c(NC(=O)C2(C)CC3c4ccccc4C2c2ccccc23)c1 (centres undefined),-1,6,1,-0.5,3,-1,2,1,2,5
O=C(NCCCNC(=O)c1ccccc1)c1ccccc1,-9,6,-5,2.3,-2,2,1,0,/,-1
C/C(=N\NC(=O)c1ccccc1F)c1cccc(NC(=O)c2ccccc2)c1,-4,-7,-6,-2.3,-1,0,-12,0,-9,-1
CC(=O)c1ccc(N(C(=O)c2ccco2)C(C(=O)NC2CCCC2)c2cccs2)cc1 (centres undefined),1,2,1,1.1,-2,-3,-4,4,3,1
Cc1[nH]c(=O)c(C#N)c(C)c1CCC(=O)NCc1ccc(Cl)cc1,0,-5,-5,-1.5,-5,3,2,2,-3,3
CCCCc1nc2ccccc2n1CC(=O)NN,-5,1,5,-1.4,9,-4,-13,2,-7,-1
O=C(NCc1cccs1)C1CCN(S(=O)(=O)c2cccc([N+](=O)[O-])c2)CC1,0,-2,-2,-2.8,-1,3,-8,3,-1,-2
CCOC(=O)N1CCN(C(=O)c2ccc(CSc3ccc(Cl)cc3)cc2)CC1,-3,-1,2,-1.8,4,3,-8,2,/,0
Cc1ccccc1NC(=O)Cc1nc(COC(=O)C(C)C)cs1,-2,-8,1,-2.3,-4,1,3,4,-5,6
Cc1ccc2oc3nc(C)c(C(=O)O)cc3c(=O)c2c1,0,-3,5,-1.6,2,0,6,-2,-3,9
CN(C)c1ncnc2c1ncn2[C@H]1CN(Cc2cccnc2)C[C@@H](CO)O1,1,3,-1,0.8,2,52*,4,-1,/,7
Cc1ccc(CC(=O)N2CCN(c3ccccn3)CC2)cc1,7,-2,1,0.4,8,2,3,0,7,3
COc1ccccc1NC(=O)CC12CC3CC(CC(Br)(C3)C1)C2,1,-1,1,-0.1,-4,-6,-1,3,0,6
Cc1ccc(C(=O)CCNc2ccc(F)c(Cl)c2)o1,0,3,5,0.3,5,-1,14,-2,-14,-4
COc1ccc(C2CC(=O)N(C)c3ccccc3S2)cc1 (centres undefined),-4,4,-3,-2.2,1,-9,-3,1,-2,3
Clc1ccc(-c2nn3c(C4COc5ccccc5O4)nnc3s2)cc1 (centres undefined),12,8,3,0.7,4,0,6,-2,-8,-2
O=C(CSc1ncnc2ccccc12)c1cccs1,3,2,10,-0.7,0,-3,-18,-13,0,-6
CCn1c(/C=C/Nc2ccccc2)[n+](CC)c2cc(Cl)c(Cl)cc21,1,-2,3,0.0,6,1,9,-1,7,1
CCCCCOc1ccc2oc(=O)c3c(c2c1)CCCN3C(=O)CN1CCCC(C(=O)OCC)C1 (centres undefined),-2,-1,10,0.1,2,2,-8,2,-36,-1
O=C(CCSCc1ccccc1F)NCCc1ccccc1,-2,0,-2,-1.5,10,-2,-5,0,-7,-6
CCC(=O)Nc1ccc(Cl)c(NC(=O)c2ccccc2OC)c1,1,-4,-2,-0.3,-3,1,1,1,-1,7
